Bioassay records (PubChem)
SRC1 inh = human NCOA1 inhibition. Q15788. HEK293 GAL4-SRC1 luciferase reporter, luminescence. inhibition, % at 3.6 µM. 360,000 compounds, 0.12% hits. AID 588354;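 active = inhibition above the campaign mean plus 3 SD, with each screening campaign given its own cutoff, cut at about 60% in these data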;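 also: 0% = DMSO treated cells and 100% = gossypol at 36 µM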
EBV LMP1 NFkB = reduces LMP1-driven NF-kappaB luciferase signal. LMP1-induced NF-kappaB luciferase reporter cells, luminescence. inhibition, % at 12.5 µM. 350,000 compounds, 0.69% hits; in the data active = inhibition above about 41%;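 also: 0% = neutral control wells and 100% = reference inhibitor control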
C8 TRAIL sens = caspase-8 TRAIL sensitization; NB7+C8 cells + TRAIL, ATPlite viability luminescence; inhibition (viability loss, TRAIL sensitization), % at 10 µM; 360,000 compounds, 1% hits;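 active = compounds causing at least 50% loss of cell viability in the single-dose screen, relative to plate controls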
SRC3 inh = inhibits human SRC3 coactivator. HEK293 GAL4-SRC3 luciferase reporter, luminescence. inhibition, % at 3.6 µM. 360,000 compounds, 0.17% hits. AID 588352;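 active = inhibition above a per-campaign cutoff, the mean of all compounds plus 3 SD, cut at about 60% in these data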;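 also: 0% = DMSO-treated cells and 100% = gossypol-treated cells at 36 µM; higher means less SRC3-driven luciferase light from the GAL4 reporter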
TWEAK Fn14 block = inhibitors of TWEAK-Fn14 interaction signaling | TWEAK-stimulated Fn14 reporter cells, luciferase luminescence, 8 h | inhibition, % at 10 µM | 360,000 compounds, 2% hits | AID 1159606; in the data active = inhibition above about 50%
COUP-TFII inh = blocks human COUP-TFII nuclear receptor; P24468; HEK293T NGFI-A luciferase reporter, luminescence; inhibition, % at 8.6 µM; 370,000 compounds, 0.7% hits; AID 686940;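 active = inhibition above a per-plate cutoff, mean inhibition of test wells between control levels plus 3 SD, cut at about 38% in these data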;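 also: cells cotransfected with COUP-TFII expression vector driving the NGFI-A reporter; 0% = median of COUP-TF2 test wells and 100% = reporter-only cells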
Target sequence (P24468 whole entry, looked up): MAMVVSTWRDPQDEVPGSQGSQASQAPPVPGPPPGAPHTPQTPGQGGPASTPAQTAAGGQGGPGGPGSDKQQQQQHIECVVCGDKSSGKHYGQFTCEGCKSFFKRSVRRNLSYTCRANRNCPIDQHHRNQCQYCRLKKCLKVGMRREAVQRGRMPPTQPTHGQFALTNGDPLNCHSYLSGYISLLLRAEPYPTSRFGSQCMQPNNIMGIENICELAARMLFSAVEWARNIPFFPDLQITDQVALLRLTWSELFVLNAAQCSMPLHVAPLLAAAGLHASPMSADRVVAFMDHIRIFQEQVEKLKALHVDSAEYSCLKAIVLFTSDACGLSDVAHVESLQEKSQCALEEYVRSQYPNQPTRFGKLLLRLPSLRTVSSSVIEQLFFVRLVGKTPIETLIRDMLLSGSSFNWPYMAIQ
NOD2 RIPK2 PPI = NOD2-RIPK2 protein interaction inhibition; O43353; CHO BLA complementation NOD2-RIPK2, CCF4 ratio; inhibition, % at 4.98 µM; 360,000 compounds, 0.38% hits; in the data active = inhibition above about 21%;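 also: 0% = vehicle only and 100% = reference blocker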
Target sequence (O43353 whole entry, looked up): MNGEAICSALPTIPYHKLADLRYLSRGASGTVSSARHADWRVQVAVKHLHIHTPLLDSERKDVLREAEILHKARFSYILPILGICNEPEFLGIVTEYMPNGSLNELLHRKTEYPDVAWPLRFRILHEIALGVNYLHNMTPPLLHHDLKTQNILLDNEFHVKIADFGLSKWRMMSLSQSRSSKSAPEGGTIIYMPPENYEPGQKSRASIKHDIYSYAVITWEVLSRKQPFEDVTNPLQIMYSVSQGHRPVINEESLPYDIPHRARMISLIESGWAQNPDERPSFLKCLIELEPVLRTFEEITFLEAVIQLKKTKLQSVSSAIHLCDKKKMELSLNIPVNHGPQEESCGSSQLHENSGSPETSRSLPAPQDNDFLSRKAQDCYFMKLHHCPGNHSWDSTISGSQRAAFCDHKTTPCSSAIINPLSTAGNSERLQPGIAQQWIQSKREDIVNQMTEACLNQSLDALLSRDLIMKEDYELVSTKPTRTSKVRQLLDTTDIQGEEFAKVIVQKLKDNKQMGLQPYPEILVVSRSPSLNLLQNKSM
TLR9-MyD88 inh = TLR9-MyD88 interaction inhibition | Q9NR96+Q99836 | CHO BLA complementation TLR9-MyD88, CCF4 FRET ratio | inhibition, % at 4.98 µM | 340,000 compounds, 0.21% hits | AID 504734;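 active = inhibition above the mean over all tested compounds plus 3 SD, cut at about 21% in these data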;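 also: 0% = DMSO only wells and 100% = clavulanate BLA inhibitor control wells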
TROY signal inh = blocks TROY-dependent signaling in reporter cells. Q293 LMP1-TROYcd NF-kB luciferase reporter, 4 h. inhibition, % at 10 µM. 360,000 compounds, 0.98% hits;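 active = compounds whose plate-normalised and pattern-corrected inhibition of the luciferase reporter signal at the single screening dose is 50% or more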
SRC2 inh = human SRC2 (NCOA2) inhibition | HEK293 GAL4-SRC2 luciferase reporter, luminescence | inhibition, % at 9 µM | 370,000 compounds, 0.17% hits;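 active = inhibition above the mean inhibition of all tested compounds plus 3 SD, set per campaign, cut at about 52% in these data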;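 also: 0% = DMSO treated cells and 100% = cells given Gossypol at 36 µM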
NR5A2 inv ag = suppresses constitutive activity of human LRH-1; 360,000 compounds, 0.13% hits; inhibition, % at 3.6 µM; O00482; AID 602396; HEK293T StAR-luciferase reporter, LRH-1 transfected, 24 h;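 active = inhibition above the mean inhibition of all tested compounds plus 3 SD, cut at about 73% in these data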;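 also: 0% = DMSO wells and 100% = reporter-only cells lacking LRH-1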
Starred values were filed as active, the others as inactive.

`Cc1cccc(OCc2nnc(SCC(=O)Nc3cccc(C(=O)N4CCOCC4)c3)n2C)c1C` gave SRC1 inh 6, EBV LMP1 NFkB 5, C8 TRAIL sens -5, SRC3 inh -2, TWEAK Fn14 block 12, COUP-TFII inh 6, NOD2 RIPK2 PPI 9, TLR9-MyD88 inh -12, TROY signal inh -3, SRC2 inh -14 and NR5A2 inv ag 13.
CN(C)c1nnc(-c2ccc(Cl)cc2)o1 was read as SRC1 inh -16, EBV LMP1 NFkB 0, C8 TRAIL sens -9, SRC3 inh -20, TWEAK Fn14 block -16, COUP-TFII inh -6, NOD2 RIPK2 PPI -10, TLR9-MyD88 inh 4, TROY signal inh -10, SRC2 inh -16 and NR5A2 inv ag -24.
Screening COc1cccc(C2(O)CCN(C(=O)C(C)C)CC2)c1 returned SRC1 inh -12, EBV LMP1 NFkB -4, C8 TRAIL sens -2, SRC3 inh 10, TWEAK Fn14 block 3, COUP-TFII inh 9, NOD2 RIPK2 PPI 2, TLR9-MyD88 inh -10, TROY signal inh -12, SRC2 inh 18 and NR5A2 inv ag -4.
For CC(c1nccs1)N(C)C(=O)c1ccc(OC2CCN(CCc3ccccc3)CC2)cc1 (stereo unspecified) the results were SRC1 inh 13, EBV LMP1 NFkB 0, C8 TRAIL sens -4, SRC3 inh -10, TWEAK Fn14 block 13, COUP-TFII inh -14, NOD2 RIPK2 PPI -3, TLR9-MyD88 inh -1, TROY signal inh 0, SRC2 inh -35 and NR5A2 inv ag -9.
`Cc1ccc(C(=O)N2CCN(Cc3nc4sc5c(c4c(=O)[nH]3)CCCC5)CC2)cc1` gave SRC1 inh -18, EBV LMP1 NFkB -1, C8 TRAIL sens 10, SRC3 inh 0, TWEAK Fn14 block 17, COUP-TFII inh 4, NOD2 RIPK2 PPI -3, TLR9-MyD88 inh 5, TROY signal inh 4, SRC2 inh 3 and NR5A2 inv ag 6.
Screening CCN(CC)CCNS(=O)(=O)c1ccc2c3c(cccc13)C(=O)N2 returned SRC1 inh 6, EBV LMP1 NFkB -3, C8 TRAIL sens -11, SRC3 inh 11, TWEAK Fn14 block -2, COUP-TFII inh -9, NOD2 RIPK2 PPI -2, TLR9-MyD88 inh -10, TROY signal inh 6, SRC2 inh -16 and NR5A2 inv ag -6.
`CC(C)[C@H]1COCCS(=O)(=O)N1Cc1cccc(Cl)c1` gave SRC1 inh 5, EBV LMP1 NFkB 2, C8 TRAIL sens -7, SRC3 inh 6, TWEAK Fn14 block -10, COUP-TFII inh 11, NOD2 RIPK2 PPI -5, TLR9-MyD88 inh -5, TROY signal inh -16, SRC2 inh -19 and NR5A2 inv ag -11.
For COc1cccc(OC)c1C(=O)N1CCN(C(=O)c2ccc(-c3ccccc3)cc2)CC1 the results were SRC1 inh 10, EBV LMP1 NFkB 5, C8 TRAIL sens -4, SRC3 inh 10, TWEAK Fn14 block 1, COUP-TFII inh -2, NOD2 RIPK2 PPI 5, TLR9-MyD88 inh -8, TROY signal inh -2, SRC2 inh 2 and NR5A2 inv ag 3.
`Cc1nc(SCC(=O)NC2CCCCC2)[nH]c(=O)c1C` gave SRC1 inh 13, EBV LMP1 NFkB -1, C8 TRAIL sens -1, SRC3 inh 9, TWEAK Fn14 block 5, COUP-TFII inh -9, NOD2 RIPK2 PPI -8, TLR9-MyD88 inh 4, TROY signal inh -7, SRC2 inh -28 and NR5A2 inv ag -5.
COc1ccc(N2CCN(C(=O)c3cc(=O)[nH]c4ccccc34)CC2)cc1 was read as SRC1 inh 1, EBV LMP1 NFkB -4, C8 TRAIL sens 5, SRC3 inh 1, TWEAK Fn14 block 4, COUP-TFII inh -12, NOD2 RIPK2 PPI -6, TLR9-MyD88 inh -3, TROY signal inh -6, SRC2 inh -23 and NR5A2 inv ag 2.
`COCC(=O)NC(c1ccccc1)c1ccccc1` gave SRC1 inh -4, EBV LMP1 NFkB -3, C8 TRAIL sens -21, SRC3 inh 4, TWEAK Fn14 block 5, COUP-TFII inh -6, NOD2 RIPK2 PPI -2, TLR9-MyD88 inh -2, TROY signal inh -12, SRC2 inh -6 and NR5A2 inv ag -1.
Screening O=C(CSc1nc2ccccc2o1)N1c2ccccc2Sc2ccc(C(F)(F)F)cc21 returned SRC1 inh 2, EBV LMP1 NFkB 2, C8 TRAIL sens 21, SRC3 inh 11, TWEAK Fn14 block 7, COUP-TFII inh 17, NOD2 RIPK2 PPI -7, TLR9-MyD88 inh 0, TROY signal inh -19, SRC2 inh 27 and NR5A2 inv ag -4.

Next part, starting with the last 3 of the part before.
COc1ccc(N2CCN(C(=O)c3cc(=O)[nH]c4ccccc34)CC2)cc1 was read as SRC1 inh 1, EBV LMP1 NFkB -4, C8 TRAIL sens 5, SRC3 inh 1, TWEAK Fn14 block 4, COUP-TFII inh -12, NOD2 RIPK2 PPI -6, TLR9-MyD88 inh -3, TROY signal inh -6, SRC2 inh -23 and NR5A2 inv ag 2.
`COCC(=O)NC(c1ccccc1)c1ccccc1` gave SRC1 inh -4, EBV LMP1 NFkB -3, C8 TRAIL sens -21, SRC3 inh 4, TWEAK Fn14 block 5, COUP-TFII inh -6, NOD2 RIPK2 PPI -2, TLR9-MyD88 inh -2, TROY signal inh -12, SRC2 inh -6 and NR5A2 inv ag -1.
Screening O=C(CSc1nc2ccccc2o1)N1c2ccccc2Sc2ccc(C(F)(F)F)cc21 returned SRC1 inh 2, EBV LMP1 NFkB 2, C8 TRAIL sens 21, SRC3 inh 11, TWEAK Fn14 block 7, COUP-TFII inh 17, NOD2 RIPK2 PPI -7, TLR9-MyD88 inh 0, TROY signal inh -19, SRC2 inh 27 and NR5A2 inv ag -4.
`Cc1cccc(NC(=O)Oc2ccc(Cl)c3cccnc23)c1` gave SRC1 inh -48, EBV LMP1 NFkB 7, C8 TRAIL sens 19, SRC3 inh -37, TWEAK Fn14 block -22, COUP-TFII inh -10, NOD2 RIPK2 PPI -3, TLR9-MyD88 inh 7, TROY signal inh -59, SRC2 inh -15 and NR5A2 inv ag -29.
Cc1cc(C)cc(Nc2cc(=O)n(C3CCCCC3)c(=O)[nH]2)c1 was read as SRC1 inh -7, EBV LMP1 NFkB -1, C8 TRAIL sens 1, SRC3 inh 9, TWEAK Fn14 block 9, COUP-TFII inh 1, NOD2 RIPK2 PPI -9, TLR9-MyD88 inh 2, TROY signal inh 12, SRC2 inh 13 and NR5A2 inv ag -19.
Screening COc1ccc(C(=O)Nc2ccc3oc(Cc4ccc(Cl)cc4)nc3c2)cc1OC returned SRC1 inh 12, EBV LMP1 NFkB 8, C8 TRAIL sens 9, SRC3 inh -7, TWEAK Fn14 block 52*, COUP-TFII inh 27, NOD2 RIPK2 PPI 2, TLR9-MyD88 inh -10, TROY signal inh 19, SRC2 inh 11 and NR5A2 inv ag 25.
C#CCOCCOCCOCCNc1nc(N2CCN(C(=O)[C@H]([C@@H](C)CC)n3cc([C@@H](N)Cc4ccc(O)cc4)nn3)CC2)nc(N2CCN(C(=O)[C@H](CCCCN)n3cc([C@@H](N)C(C)CC)nn3)CC2)n1 (stereo partly specified) was read as SRC1 inh -12, EBV LMP1 NFkB 2, C8 TRAIL sens -12, SRC3 inh -18, TWEAK Fn14 block -7, NOD2 RIPK2 PPI -11, TLR9-MyD88 inh -2, TROY signal inh 7 and NR5A2 inv ag 15.
For COc1ccc(-c2cc(C(=O)Nc3cc(C)on3)no2)cc1 the results were EBV LMP1 NFkB -1, C8 TRAIL sens 11, TWEAK Fn14 block -6, COUP-TFII inh -5, TLR9-MyD88 inh -8, TROY signal inh -48 and SRC2 inh -2.
For CCN1C(=O)/C(=C/C=C2/Sc3ccc4ccccc4c3N2CCO)SC1=S the results were SRC1 inh -13, EBV LMP1 NFkB -3, C8 TRAIL sens 2, SRC3 inh 10, TWEAK Fn14 block -3, COUP-TFII inh 5, NOD2 RIPK2 PPI -3, TLR9-MyD88 inh -11, TROY signal inh 3, SRC2 inh 20 and NR5A2 inv ag -12.
`Cc1cc(C)nc(N2CCCC(C(=O)NC3CC3)C2)n1` (stereo unspecified) gave SRC1 inh 13, EBV LMP1 NFkB 5, C8 TRAIL sens -18, SRC3 inh 2, TWEAK Fn14 block -3, COUP-TFII inh -7, NOD2 RIPK2 PPI -8, TLR9-MyD88 inh 10, TROY signal inh 6, SRC2 inh -8 and NR5A2 inv ag -23.
For O=C(Nc1ccc(Cl)c([N+](=O)[O-])c1)c1cnccn1 the results were SRC1 inh 16, EBV LMP1 NFkB -33, C8 TRAIL sens 3, SRC3 inh -10, TWEAK Fn14 block 8, COUP-TFII inh -1, NOD2 RIPK2 PPI 2, TLR9-MyD88 inh 9, TROY signal inh -16, SRC2 inh -25 and NR5A2 inv ag -7.
Screening CCN1CCN(c2ccc(S(=O)(=O)N3CCOCC3)cc2NC(=O)c2ccc(Cl)s2)CC1 returned SRC1 inh 7, EBV LMP1 NFkB 3, C8 TRAIL sens -7, SRC3 inh 19, TWEAK Fn14 block 18, COUP-TFII inh 0, NOD2 RIPK2 PPI -1, TLR9-MyD88 inh -1, TROY signal inh -16, SRC2 inh 18 and NR5A2 inv ag 12.
`CC(=O)N1c2ccccc2N=C(c2ccc(C(F)(F)F)cc2)C1C(=O)NC(C)C` (stereo unspecified) gave C8 TRAIL sens -2, COUP-TFII inh -9, NOD2 RIPK2 PPI -4, SRC2 inh -11 and NR5A2 inv ag 12.
Cc1ncc(S(=O)(=O)c2ccc(Cl)cc2)c(-c2ccccc2)n1 was read as SRC1 inh -18, EBV LMP1 NFkB -1, C8 TRAIL sens -6, SRC3 inh 6, TWEAK Fn14 block -5, COUP-TFII inh -11, NOD2 RIPK2 PPI -1, TLR9-MyD88 inh 3, TROY signal inh 1, SRC2 inh -17 and NR5A2 inv ag -6.
For COc1ccc(Nc2nc(NN)nc(Nc3ccc(OC)cc3)n2)cc1 the results were SRC1 inh -18, EBV LMP1 NFkB -11, C8 TRAIL sens 8, SRC3 inh -10, TWEAK Fn14 block -19, COUP-TFII inh 18, NOD2 RIPK2 PPI 7, TLR9-MyD88 inh 3, TROY signal inh 14, SRC2 inh -11 and NR5A2 inv ag 21.
For CCC(COC(C)=O)Nc1nc2c([nH]1)c(=O)n(C)c(=O)n2C (stereo unspecified) the results were SRC1 inh 2, EBV LMP1 NFkB -5, C8 TRAIL sens -8, SRC3 inh 13, TWEAK Fn14 block 6, COUP-TFII inh 14, NOD2 RIPK2 PPI 2, TLR9-MyD88 inh -2, TROY signal inh -4, SRC2 inh 2 and NR5A2 inv ag -25.
For Cc1ccc(C)c2c3c([nH]c12)-c1nonc1CC3 the results were SRC1 inh -17, EBV LMP1 NFkB -3, C8 TRAIL sens -5, SRC3 inh 14, TWEAK Fn14 block -33, COUP-TFII inh -16, NOD2 RIPK2 PPI -3, TLR9-MyD88 inh 9, TROY signal inh -1, SRC2 inh 0 and NR5A2 inv ag -4.

This is a subset. The share of hits here may be higher or lower than overall.
